Tb PFK block = T. brucei PFK enzyme inhibition | actives 0.17% (n = 330,000) | T. brucei PFK, ADP-Glo luminescence | AID 485367 | Potency, µM (doses to about 57.5 µM), without a hit: top-dose activity, negative = inhibition, actives largely listed as inhibitors | O15648;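 further: potency means the concentration at half of the fitted maximal effect; 0% = uninhibited 1x PFK enzyme wells and -100% = no-enzyme wells; nearly all actives have a fitted effect of over 60% in size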
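Activity is normalized to no-enzyme wells (full inhibition) and 1.25 nM enzyme wells (no inhibition). Reaction: 0.5 mM F6P, 0.1 mM ATP, 45 min RT, ADP-Glo luminescence; concentration-response curves fitted and classed by quality.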
ELG1 repair inh = blocks ELG1-dependent DNA repair in HEK293T cells | Potency, µM (highest dose often 46.1 µM), for the others: at the top dose activity change, negative = inhibition, most hits filed as inhibitors | actives 2.3% (n = 330,000) | AID 504467 | HEK293T ELG1-luciferase reporter, luminescence, 16 h; DNA damage induced by 5-fluorouridine; further: potency means the concentration at half of the fitted maximal effect; on the % scale 0 is the no-effect control and ±100 the full control effect; nearly all actives have a fitted effect of over 55% in size
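Step one: seed 2,000 cells per well. Step two: pin-transfer compound or DMSO alongside 5-fluorouridine. Step three: incubate 16 hr, 37 °C, 5% CO2. Step four: add ONE-Glo, wait 30 min, read luminescence.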
NPC1 prom act = activators of NPC1 promoter; Potency, µM (highest dose often 9.22 µM), inactives show at the highest dose activation, usual class: activators; actives 2.4% (n = 320,000); AID 485313; Huh7 NPC1 promoter luciferase reporter, 24 h;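 further: potency means the concentration at half of the fitted maximal effect; % of control where 0% means no effect; nearly all actives have a fitted effect of over 60% in size; reporter is driven by a mutant NPC1 promoter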
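Luminescence from an NPC1 promoter-driven luciferase reporter in stably transfected Huh7 cells was measured after 24 h compound treatment at 37 °C, followed by 10 min ambient incubation with luciferase detection reagent.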
FLuc counter = inhibits or activates purified firefly luciferase, miR-21 counter-screen. actives 6.9% (n = 360,000). purified FLuc, Km substrates, luminescence inhibition. AID 588342. Potency, µM (doses to about 57.5 µM), for inactives: top-dose activity change, negative = inhibition, usual class: inhibitors;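 further: potency means the concentration at half of the fitted maximal effect; plate controls were vehicle for no effect and reference inhibitor for full effect; nearly all actives have a fitted effect of over 55% in size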
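Purified P. pyralis luciferase, 10 nM final, with Km-level 10 uM D-luciferin and 10 uM ATP in 50 mM Tris acetate pH 7.5, 10 mM Mg acetate, 0.01% Tween-20, 0.05% BSA; 6-point qHTS titration about 60 µM downward; luminescence read.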
TRPV1 agonist = human TRPV1 agonism; AID 540275; activation, % at 8.33 µM; TRPV1-expressing cells, Fluo-8 calcium influx, agonist mode; Q8NER1; actives 0.19% (n = 320,000); in the data active means activation above about 80%; inconclusive means between about 30% and that limit; further: 0% is about no effect
Target sequence (Q8NER1 whole entry, looked up): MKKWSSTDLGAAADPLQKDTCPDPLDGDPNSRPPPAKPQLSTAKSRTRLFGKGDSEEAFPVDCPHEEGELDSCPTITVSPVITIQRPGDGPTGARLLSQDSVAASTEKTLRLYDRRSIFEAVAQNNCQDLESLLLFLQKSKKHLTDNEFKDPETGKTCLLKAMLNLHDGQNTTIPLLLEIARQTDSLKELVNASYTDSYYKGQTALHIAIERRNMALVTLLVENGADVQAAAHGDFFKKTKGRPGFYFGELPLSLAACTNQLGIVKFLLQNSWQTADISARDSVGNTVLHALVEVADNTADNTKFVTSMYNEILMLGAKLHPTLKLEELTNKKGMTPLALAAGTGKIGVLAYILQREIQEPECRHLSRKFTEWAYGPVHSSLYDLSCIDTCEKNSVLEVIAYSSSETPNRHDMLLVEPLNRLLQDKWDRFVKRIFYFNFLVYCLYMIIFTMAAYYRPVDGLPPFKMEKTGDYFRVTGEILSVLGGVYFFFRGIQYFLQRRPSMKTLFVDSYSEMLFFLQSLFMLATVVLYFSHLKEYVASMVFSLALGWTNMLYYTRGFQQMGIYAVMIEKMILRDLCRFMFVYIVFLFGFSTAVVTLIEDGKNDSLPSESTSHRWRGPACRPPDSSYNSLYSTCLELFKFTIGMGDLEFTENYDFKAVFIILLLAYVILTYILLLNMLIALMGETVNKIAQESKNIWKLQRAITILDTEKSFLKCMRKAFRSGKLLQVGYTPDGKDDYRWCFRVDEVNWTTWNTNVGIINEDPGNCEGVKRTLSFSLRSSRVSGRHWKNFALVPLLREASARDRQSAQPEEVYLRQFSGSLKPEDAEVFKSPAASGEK
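TRPV1-expressing cells were cultured overnight at 35.5C and loaded with Fluo-8 calcium dye for 40 to 90 min at room temperature. After a 10 s baseline, compound was added and calcium influx was read kinetically for 3 min (ex 480/em 520 nm).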
BRCA1 expr act = activators of BRCA1 expression; MCF7-BRCA1-FFLuc reporter, luminescence, 48 h; response scale: scaled: vehicle 0%, 10 µM genistein 100%; Potency, µM (highest dose often 46.1 µM), without a hit: at the top dose activation, hits mostly activators; actives 1.1% (n = 380,000); further: potency means the concentration at half of the fitted maximal effect; nearly all actives have a fitted effect of over 80% in size; some results filed as inactive show a strong effect at the top dose
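Reporter cells (MCF7, BRCA1 promoter-firefly luciferase) received library compounds across a concentration series for 48 h. End-point luminescence was measured and concentration-effect curves derived after normalization.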
RORgamma inh = ROR gamma (mouse) transcription inhibition; AID 2551; P51450; Drosophila S2 Gal4-RORgamma UAS-luciferase reporter, 20 h; actives 5.4% (n = 310,000); Potency, µM (titrated, usually from 53.6 µM), without a hit: at the top dose activity change, negative = inhibition, usual class: inhibitors; further: potency means the concentration at half of the fitted maximal effect; on the % scale 0 is the no-effect control and ±100 the full control effect; nearly all actives have a fitted effect of over 60% in size
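Stable Schneider cell line, Gal4 DNA-binding domain fused to ROR gamma, UAS-luciferase. Cmpd 1 hr RT → CuSO4 700 uM final → 20 hr RT → luciferase reagent 10 min → luminescence.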
ELG1 genotoxic = inducers of genotoxicity in HEK293T ELG1-luciferase cells; HEK293T ELG1-luciferase reporter, luminescence, 16 h; Potency, µM (doses to about 46 µM), inactives show at the top dose activity change, positive = activation, hits mostly activators; actives 1.3% (n = 330,000); AID 504466; further: potency means the concentration at half of the fitted maximal effect; % of control where 0% means no effect; nearly all actives have a fitted effect of over 60% in size
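Genotoxicity was scored as increased ELG1-luciferase reporter signal, measured by ONE-Glo luminescence (30 min, room temperature). Compound or vehicle exposure of the HEK293T reporter cells lasted 16 hr at 37°C.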
VP16 counter = Gal4-VP16 reporter inhibition counter-screen; actives 3.5% (n = 310,000); Drosophila S2 Gal4-VP16 UAS-luciferase, luminescence, 20 h; Potency, µM (doses to about 53.6 µM), inactives show top-dose activity, negative = inhibition, usual class: inhibitors;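 further: Gal4-VP16 expression switched on by copper sulfate through the metallothionein promoter; potency means the concentration at half of the fitted maximal effect; on the % scale 0 is the no-effect control and ±100 the full control effect; nearly all actives have a fitted effect of over 50% in size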
Rab9 promoter act = activates the Rab9 promoter | Huh7 Rab9 promoter-luciferase reporter, luminescence, 24 h | Potency, µM (titrated, usually from 9.22 µM), inactives show top-dose activation, negative = inhibition, usual class: activators | actives 2.8% (n = 320,000) | AID 485297; further: potency means the concentration at half of the fitted maximal effect; % of control where 0% means no effect; nearly all actives have a fitted effect of over 60% in size
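Stable Rab9-luc Huh7, 1500 cells/well, 2 h settle; cmpd in DMSO, 24 h, 37 °C/5% CO2; luciferase reagent 10 min RT; luminescence.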
p53 reactivation = mutant p53 re-activation in reporter cells; H1299 p53-A138V BP100-luciferase reporter, luminescence, 24 h; Potency, µM (highest dose often 92.2 µM), for inactives: at the highest dose activity change, positive = activation, usual class: activators; actives 0.063% (n = 320,000); further: potency means the concentration at half of the fitted maximal effect; % of control where 0% means no effect; nearly all actives have a fitted effect of over 45% in size
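H1299 (p53-null), stable ts p53-A138V + BP100-Luc; 1000 cells/well, Opti-MEM/10% FBS; cpd 4 pt, 1:5; 24 h, 37 deg C, 5% CO2; detection reagent 10 min RT; luminescence.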
An asterisk follows results filed as active; ? = inconclusive; / = not tested or not shown; [ ] = remark or other dose. Unless noted, the call rests on the fitted dose curve; in most records, active means well fitted curve in the direction sought with a large enough effect; inconclusive means small, poorly fitted or top-dose-only effect, or another doubt; inactive means no such curve, though single readings can be large; an effect the other way counts as inactive or inconclusive.

SMILES	Tb PFK block	ELG1 repair inh	NPC1 prom act	FLuc counter	TRPV1 agonist	BRCA1 expr act	RORgamma inh	ELG1 genotoxic	VP16 counter	Rab9 promoter act	p53 reactivation
COc1ccc(CC(=O)NNC(=O)c2ccco2)cc1	-11%	?	-4%	0%	-3	-1%	-6%	5%	-16%	2%	2%
N/C(=N\OCc1ccccc1)c1nonc1N	-19%	?	?	?	6	?	?	?	?	?	23%
O=C(CCc1ccncc1)NC1CCCc2c1cnn2-c1cc(F)cc(F)c1 (stereo not given)	-17%	3%	0%	-3%	?	7%	-13%	0%	-17%	-4%	-2%
CC(C)C(=O)Nc1c(-c2ccccc2)c(=O)c2ccccc2n1C	1%	11%	-4%	5%	1	6%	-7%	-3%	0%	0%	3%
COc1ccc(C2C(C(=O)NCCN3CCOCC3)c3ccccc3C(=O)N2C2CCCCC2)cc1 (stereo not given)	-1%	-8%	-6%	3%	-3	-28%	?	0%	-5%	-4%	-6%
COc1ccc(CCN(CC(=O)NCc2ccc(F)cc2)C(=O)c2snc(C(N)=O)c2N)cc1OC	2%	?	-1%	0%	1	5%	21%	-12%	-8%	0%	0%
Cc1ccc(C(=O)OCC(=O)NC(C)c2ccccc2)cc1C (stereo not given)	2%	-16%	/	/	/	-22%	/	3%	/	/	-2%
O=C(CN1c2cccc3cccc(c23)S1(=O)=O)NCc1ccc(F)cc1	8%	-21%	/	/	/	1%	/	-1%	/	/	-9%
CC1(c2ccc3c(c2)OCCO3)NC(=O)N(CC(=O)Nc2c(F)cccc2F)C1=O (stereo not given)	20%	17%	1%	3%	3	-7%	/	5%	/	4%	1%
COc1ccc(-c2ccc(SCc3ccccn3)nn2)cc1OC	5%	-2%	0%	?	29	21%	17%	-8%	-4%[10 µM]	-2%	-1%
CC(=O)c1cccc(NC(=O)COC(=O)c2cccc(N3C(=O)c4ccccc4C3=O)c2)c1	3%	-2%	-3%	?	-2	20%	7%[10 µM]	0%	-13%	-1%	-9%
O=C1NC2(CCCCC2)C(=O)N1c1cccc(Cl)c1	-1%	24%	0%	0%	14	-4%	2%	1%	4%	0%	-1%
O=C(Nc1cnccn1)c1csc2ccccc12	-5%	?	25%	19µM*	?	64%	?	?	24%	?	?
CSCCC(NC(=O)c1ccco1)C(=O)OCc1cc([N+](=O)[O-])cc2c1OCOC2 (stereo not given)	-2%	-12%	-4%	-10%	3	-14%	18%	-6%	-2%	-10%	-3%
CC(C)C[C@H](CO)Nc1nc(N(C)c2cccc(Cl)c2)c2ncn(C(C)C)c2n1	5%	?	-2%	0%	5	-42%	?	-5%	10%	0%	0%
CNC(=O)c1nn(-c2ccc(C)cc2)ccc1=O	-7%	?	-2%	0%	-1	5%	-1%	0%	4%	-5%	8%
COc1ccc(OC)c(NC(=O)CSc2ccccc2)c1	-2%	6%	-1%	5%[2.3 µM]	2	4%	-16%	1%	3%	-6%	-1%
CC1(C)CC(=O)C(/C=N/c2ccccn2)=C(O)C1	4%	14%	1%	-18%	4	-3%	1%	-1%	-17%	6%	27%
O=C(COc1cc2oc(=O)c3c(c2cc1Cl)CCC3)NCCCN1CCCC1=O	2%	-2%	1%	-2%	0	-14%	-6%	4%	-19%	-1%	2%
CCOC(=O)[C@@H]1[C@H]2COc3ccc(Br)cc3[C@@H]2N2C(=O)N(c3ccc(C(F)(F)F)cc3)C(=O)[C@]12C	-2%	-5%	-5%	0%	17	-33%	-12%	-2%	-6%	5%	7%
O=C(NCc1ccc(F)cc1)c1ccc(CS(=O)(=O)Cc2ccccc2F)o1	-5%	?	-2%	-1%	13	-19%	?	-12%	-12%	-4%	-3%
CN(Cc1ccccc1)C(=O)CSc1n[nH]c(N)n1	2%	-22%	-12%	-1%	-1	1%	-3%	-4%	-4%	-3%	-1%
O=C(COC(=O)c1cc(S(=O)(=O)Nc2ccccc2Cl)ccc1O)Nc1ccc(F)c(F)c1F	0%	7%	/	/	/	-13%	/	-1%	/	/	5%
C=CCOC(=O)C1=C(C)NC(SCC(=O)N(CC)CC)=C(C#N)C1c1ccccc1 (stereo not given)	-1%	16µM*	3%	0%	1	-1%	23%	-9%	-2%	-3%	1%
Cc1cccc(C(=O)Nc2sc(-c3ccccc3)cc2C(=O)O)c1	3%	?	2.5µM*	11µM*	-2	?	?	?	2%	?	?
SMILES	Tb PFK block	ELG1 repair inh	NPC1 prom act	FLuc counter	TRPV1 agonist	BRCA1 expr act	RORgamma inh	ELG1 genotoxic	VP16 counter	Rab9 promoter act	p53 reactivation
COc1ccc(-c2sc(Nc3ccccc3)n[n+]2-c2ccccc2)cc1Br	3%	?	2%	?	9	-31%	/	14%	/	1%	10%
CCc1ccc(NC(=O)c2cc(-c3ccco3)on2)cc1	-4%	?	3%	2.4µM*	3	11%	?	12%	1%	2%	?
O=C(OCC1CC(c2ccccc2)=NO1)c1ccc(Br)cc1 (stereo not given)	10%	?	0%	6%	?	16%	-14%	0%	-16%	2%	?
O=S(=O)(NNc1ccc(F)cc1F)c1cccc(Cl)c1	2%	?	0%	0%	2	2%	-5%	8%	0%	-2%	1%
CC(C)(C)NC(=O)CSC(=Nc1cccc(F)c1)NC#N	0%	27%	15%	0%	4	26%	-28%	-3%	-14%	1%	6%
COc1ccc(OC)c(Cc2nnc(CCC(=O)NC3CCCCC3)o2)c1	-6%	?	2%	?	-1	-3%	8%	5%	-6%	-4%	8%
Cc1ccc(C)c(S(=O)(=O)N2CCCCC2CCNC(=O)C(=O)NCc2ccccc2)c1 (stereo not given)	20%	?	-2%	3%	17	-76%	/	-4%	/	-1%	6%
O=c1[nH]c2ccccc2nc1/C=C/c1ccc(O)cc1	-1%	?	?	6.7µM*	5	?	-45%	?	?	3.5µM*	9%
O=C(CCc1ccccc1)N/N=C\C1CC=CCC1 (stereo not given)	-6%	11%	-1%	-3%	1	-7%	-5%	3%	-14%	5%	12%
Cc1ccc(NC(=O)N2CCC(C(N)=O)CC2)cc1	-1%	9%	7%	3%[2.3 µM]	0	23%	-3%	3%	-4%	0%	-3%
CSc1ccccc1NC(=O)c1noc2c1CCC2	17µM*	?	5%	?	-2	14%	?	15µM*	?	24%	?
c1cncc(CSc2nnc(-c3cccnc3)n2Cc2ccco2)c1	-2%	-1%	-1%	2%	4	/	5%	-3%	0%	1%	-4%
COc1cccc(/C=C/C(=O)OCC(=O)c2ccc3c(c2)NC(=O)CO3)c1OC	-2%	?	-6%	-2%	0	4%	-4%	-4%	-11%	-8%	18%
CCN(CC)c1ccc(NC(=O)CCNC(=O)c2ccco2)cc1	1%	17%	5%	-19%	-4	-1%	-4%	2%	-10%	1%	14%
Cc1ccc(O)c(NC(=O)c2ccco2)c1	-4%	?	?	6µM*	7	0%	24%	11%	9%	18%	?
Cn1nc(NC(=O)CC(C)(C)CC(=O)O)c2ccccc21	-12%	12%	2%	-3%	0	-5%	10%	0%	-5%	1%	4%
Cc1ccc(S(=O)(=O)NCC2CCCO2)cc1[N+](=O)[O-] (stereo not given)	0%	6%	0%	9%	0	-4%	-6%	0%	-4%	-10%	-6%
Cc1cc(C)n2c(Br)c(CSc3nc4ccccc4o3)nc2n1	0%	?	?	?	0	?	24%	?	3%	?	?
Cc1ccccc1N(C(=O)c1snc(C(N)=O)c1N)C(C(=O)NC1CCCC1)c1ccco1 (stereo not given)	-7%	-5%	2%	0%	1	-13%	15%	-2%	-1%	1%	-8%
CS(=O)(=O)c1sc2nc(-c3ccccc3)cc(-c3ccccc3)c2c1N	-4%	4%	-7%	0%	-1	-41%	-19%	1%	-5%	-6%	-3%

An excerpt of these results, with bars between the fields.
Compound | Tb PFK block | ELG1 repair inh | NPC1 prom act | FLuc counter | TRPV1 agonist | BRCA1 expr act | RORgamma inh | ELG1 genotoxic | VP16 counter | Rab9 promoter act | p53 reactivation
Cc1ccc(O)c(NC(=O)c2ccco2)c1 | -4% | ? | ? | 6µM* | 7 | 0% | 24% | 11% | 9% | 18% | ?
Cc1ccc(NC(=O)N2CCC(C(N)=O)CC2)cc1 | -1% | 9% | 7% | 3%[2.3 µM] | 0 | 23% | -3% | 3% | -4% | 0% | -3%
Cc1cc(C)n2c(Br)c(CSc3nc4ccccc4o3)nc2n1 | 0% | ? | ? | ? | 0 | ? | 24% | ? | 3% | ? | ?

High-throughput results deposited in PubChem BioAssay by National Center for Advancing Translational Sciences (NCATS).
